High-throughput results (PubChem BioAssay)
Tb PFK block: inhibitors of T. brucei phosphofructokinase; T. brucei PFK, ADP-Glo luminescence; hit rate 0.17% among 330,000; O15648; AID 485367; Potency, µM (titrated, usually from 57.5 µM), for inactives: at the highest dose activity, negative = inhibition, hits mostly inhibitors;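 also: potency is read from the fitted curve at half-maximal effect; 0% = uninhibited 1x PFK enzyme wells and -100% = no-enzyme wells; nearly all actives have a fitted effect of over 60% in size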
Target sequence (O15648 whole entry, looked up): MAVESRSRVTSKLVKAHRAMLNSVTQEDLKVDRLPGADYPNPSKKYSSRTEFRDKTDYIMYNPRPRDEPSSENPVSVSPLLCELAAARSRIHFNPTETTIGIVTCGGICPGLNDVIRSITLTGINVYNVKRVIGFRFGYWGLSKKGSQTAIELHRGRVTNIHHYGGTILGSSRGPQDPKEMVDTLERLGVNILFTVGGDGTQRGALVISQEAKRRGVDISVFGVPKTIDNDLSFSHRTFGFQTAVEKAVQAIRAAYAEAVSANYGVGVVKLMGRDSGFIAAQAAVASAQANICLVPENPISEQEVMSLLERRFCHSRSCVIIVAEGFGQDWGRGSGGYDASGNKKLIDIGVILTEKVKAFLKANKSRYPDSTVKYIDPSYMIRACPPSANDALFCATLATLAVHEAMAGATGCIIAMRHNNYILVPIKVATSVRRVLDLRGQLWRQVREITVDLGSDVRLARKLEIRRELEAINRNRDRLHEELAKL
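Luminescent ADP detection (ADP-Glo, two-step: ATP depletion then ADP-to-ATP conversion for luciferase) reported PFK activity after 45 min room-temperature reaction of 1.25 nM enzyme with 0.5 mM F6P and 0.1 mM ATP at pH 8.0.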
Rab9 prom act: activates the Rab9 promoter | Potency, µM (highest dose often 9.22 µM), without a hit: at the top dose activation, negative = inhibition, hits mostly activators | AID 485297 | Huh7 Rab9 promoter-luciferase reporter, luminescence, 24 h | hit rate 2.8% among 320,000; also: potency is read from the fitted curve at half-maximal effect; % of control where 0% means no effect; nearly all actives have a fitted effect of over 60% in size
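Luminescence from Amplite-detected luciferase (10 minutes, ambient) reports Rab9 promoter activation. Before that, stable Rab9-luciferase Huh7 cells (1500/well, reduced-serum OP-MEM I plus 10% FBS) were exposed to compound for 24 hours at 37C.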
p53 reactivation: mutant p53 re-activation in reporter cells. Potency, µM (doses to about 92.2 µM), for the others: at the top dose activity change, positive = activation, usual class: activators. hit rate 0.063% among 320,000. H1299 p53-A138V BP100-luciferase reporter, luminescence, 24 h; also: potency is read from the fitted curve at half-maximal effect; % of control where 0% means no effect; nearly all actives have a fitted effect of over 45% in size
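H1299 (p53-null), stable ts p53-A138V + BP100-Luc; 1000 cells/well, Opti-MEM/10% FBS; cpd 4 pt, 1:5; 24 h, 37 deg C, 5% CO2; detection reagent 10 min RT; luminescence.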
RORg inh: ROR gamma (mouse) transcription inhibition; P51450; Drosophila S2 Gal4-RORgamma UAS-luciferase reporter, 20 h; Potency, µM (series often up to 53.6 µM), without a hit: top-dose activity change, negative = inhibition, usual class: inhibitors; hit rate 5.4% among 310,000; also: potency is read from the fitted curve at half-maximal effect; % is scaled to controls: 0 for no effect and ±100 for the full control effect; nearly all actives have a fitted effect of over 60% in size
Target sequence (P51450 whole entry, looked up, the tested form may be a part): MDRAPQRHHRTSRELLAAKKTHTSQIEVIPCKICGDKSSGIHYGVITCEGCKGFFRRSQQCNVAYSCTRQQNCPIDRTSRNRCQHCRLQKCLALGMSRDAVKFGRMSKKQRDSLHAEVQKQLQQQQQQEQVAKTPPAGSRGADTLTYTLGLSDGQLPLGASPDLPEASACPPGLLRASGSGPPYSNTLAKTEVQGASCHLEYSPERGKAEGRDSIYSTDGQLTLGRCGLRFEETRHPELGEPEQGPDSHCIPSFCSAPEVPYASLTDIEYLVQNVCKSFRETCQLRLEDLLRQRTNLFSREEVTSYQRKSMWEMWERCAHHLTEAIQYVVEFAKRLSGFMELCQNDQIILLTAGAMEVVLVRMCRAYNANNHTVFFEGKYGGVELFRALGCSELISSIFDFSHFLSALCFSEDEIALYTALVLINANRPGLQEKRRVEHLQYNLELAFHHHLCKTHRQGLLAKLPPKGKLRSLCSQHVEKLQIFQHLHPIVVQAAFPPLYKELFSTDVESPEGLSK
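ROR gamma transcriptional activity was tracked as Gal4-UAS luciferase output in stably transfected Drosophila Schneider cells, with compound added 1 hr before 700 uM copper sulfate induction and a 20 hr ambient-temperature incubation.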
FLuc modulator: firefly luciferase modulation, counter-screen for miR-21 project. P08659. purified FLuc, Km substrates, luminescence inhibition. Potency, µM (series often up to 57.5 µM), without a hit: at the top dose activity change, negative = inhibition, actives largely listed as inhibitors. hit rate 6.9% among 360,000;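 also: potency is read from the fitted curve at half-maximal effect; plate controls were vehicle for no effect and reference inhibitor for full effect; nearly all actives have a fitted effect of over 55% in size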
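Purified P. pyralis luciferase (10nM final) with 10uM D-luciferin and 10uM ATP (Km levels) in 50mM Tris acetate pH 7.5, 10mM Mg acetate, 0.01% Tween-20, 0.05% BSA; qHTS 6-point titration, ~60 µM downward; luminescence read.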
ELG1 repair inh: inhibitors of ELG1-dependent DNA repair in HEK293T cells | Potency, µM (titrated, usually from 46.1 µM), for the others: top-dose activity change, negative = inhibition, usual class: inhibitors | hit rate 2.3% among 330,000 | AID 504467 | HEK293T ELG1-luciferase reporter, luminescence, 16 h; DNA damage induced by 5-fluorouridine; also: potency is read from the fitted curve at half-maximal effect; % is scaled to controls: 0 for no effect and ±100 for the full control effect; nearly all actives have a fitted effect of over 55% in size
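5-Fluorouridine DNA damage + compound/DMSO, 2,000 cells/well, 16 h, 37 °C/5% CO2. ONE-Glo, 30 min RT, luminescence. Readout = decrease in reporter signal.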
NPC1 prom act: NPC1 promoter activation; Potency, µM (titrated, usually from 9.22 µM), for inactives: at the highest dose activation, usual class: activators; hit rate 2.4% among 320,000; AID 485313; Huh7 NPC1 promoter luciferase reporter, 24 h;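 also: potency is read from the fitted curve at half-maximal effect; % of control where 0% means no effect; nearly all actives have a fitted effect of over 60% in size; reporter is driven by a mutant NPC1 promoter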
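Luciferase expression driven by the NPC1 promoter was measured in stably transfected Huh7 cells after a 24 h compound incubation, using a luciferase reagent and a luminescence read.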
VP16 counter: inhibits Gal4-VP16 luciferase reporter, ROR gamma counter-screen | Potency, µM (top dose mostly 53.6 µM), without a hit: top-dose activity, negative = inhibition, most hits filed as inhibitors | Drosophila S2 Gal4-VP16 UAS-luciferase, luminescence, 20 h | hit rate 3.5% among 310,000;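 also: Gal4-VP16 expression switched on by copper sulfate through the metallothionein promoter; potency is read from the fitted curve at half-maximal effect; % is scaled to controls: 0 for no effect and ±100 for the full control effect; nearly all actives have a fitted effect of over 50% in size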
TRPV1 ag: human TRPV1 agonism; Q8NER1; TRPV1-expressing cells, Fluo-8 calcium influx, agonist mode; activation, % at 8.33 µM; hit rate 0.19% among 320,000; in the data active = activation above about 80%; inconclusive = between about 30% and that limit; also: 0% is about no effect
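Cells expressing TRPV1 were dye-loaded with Fluo-8 and read kinetically: 10 s baseline, 3 min after compound (agonist portion), then 2 min after EC20 capsaicin (allosteric enhancer portion). Calcium-bound dye fluorescence at 480/520 nm.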
ELG1 genotoxic: induces genotoxicity in HEK293T cells with luciferase-tagged ELG1. Potency, µM (doses to about 46 µM), for inactives: top-dose activity change, positive = activation, hits mostly activators. HEK293T ELG1-luciferase reporter, luminescence, 16 h. hit rate 1.3% among 330,000; also: potency is read from the fitted curve at half-maximal effect; % of control where 0% means no effect; nearly all actives have a fitted effect of over 60% in size
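Genotoxicity was scored as increased ELG1-luciferase reporter signal, measured by ONE-Glo luminescence (30 min, room temperature). Compound or vehicle exposure of the HEK293T reporter cells lasted 16 hr at 37°C.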
BRCA1 expr up: activators of BRCA1 expression; MCF7-BRCA1-FFLuc reporter, luminescence, 48 h; response scale: scaled: vehicle 0%, 10 µM genistein 100%; hit rate 1.1% among 380,000; Potency, µM (top dose mostly 46.1 µM), without a hit: at the top dose activation, most hits filed as activators; also: potency is read from the fitted curve at half-maximal effect; nearly all actives have a fitted effect of over 80% in size; some results filed as inactive show a strong effect at the top dose
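Compounds are tested at multiple concentrations on MCF7 BRCA1-luciferase reporter cells seeded at 2000 per well; after 48 h, a single luminescence end-point is taken and curves fitted to the normalized data.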
* = called active by the depositor; ? = inconclusive; . = no result given; [ ] = dose if it differs, or a comment. Unless noted, calls follow the shape of the dose curve; as a rule, active = well fitted curve in the direction sought with a large enough effect; inconclusive = small, poorly fitted or top-dose-only effect, or another doubt; inactive = no such curve, though single readings can be large; an effect the other way counts as inactive or inconclusive.

Order of results: Tb PFK block	Rab9 prom act	p53 reactivation	RORg inh	FLuc modulator	ELG1 repair inh	NPC1 prom act	VP16 counter	TRPV1 ag	ELG1 genotoxic	BRCA1 expr up
[1] CCN(CCCNC(=O)CCc1nc(-c2ccc(C)cc2)no1)c1cccc(C)c1
    3%	-3%	1%	15%	5%	-20%	-4%	2%	12	-3%	-15%
[2] CC(=O)N1CCN(c2ccc(NC(=O)c3ccc([N+](=O)[O-])cc3)cc2)CC1
    1%	7%	.	43%	11%	?	4%	-11%	0	5%	23%
[3] Cc1ccc(NC(=S)NNC(=O)c2c([N+](=O)[O-])c(C)nn2C)cc1
    -1%	-7%	-1%	13µM*	2%	-6%	-1%	-19%	-1	0%	2%
[4] O=C(Nc1ccc2c(c1)OCCO2)c1cccc(Br)c1
    -2%	1.4µM*	31%	8%	1.1µM*	?	1.3µM*	-4%	0	2.6µM*	?
[5] Cc1cccc(Cn2c(=O)c3c(nc4n3CCCN4Cc3ccccc3)n(C)c2=O)c1
    -2%	-1%	7%	11%	6%	-28%	-1%	-4%	2	-25%	-58%
[6] CC(=O)Nc1nnc(SCC(=O)NC2CC2)s1
    3%	1%	0%	-15%	0%	10%	3%	1%	1	0%	1%
[7] CCC(=O)Nc1ccc(C(=O)CSc2nnc(-c3ccc(NS(C)(=O)=O)cc3)n2C)cc1OC
    -2%	2%	3%	-11%	4%	9%	-1%	-5%	-2	5%	-1%
[8] CC(=O)NCCc1ccc(S(=O)(=O)NC2OC(=O)c3ccccc32)cc1 (configuration not stated)
    0%	-1%	11%	-16%	-1%	-1%	0%	-8%	-2	0%	-2%
[9] O=C(COc1ccc(S(=O)(=O)N2CCOCC2)cc1Cl)NCc1ccccn1
    0%	-1%	-1%	7%	0%	8%	0%	18%	0	1%	-2%
[10] Cc1ccccc1CC1(CO)CCCN(C(=O)c2ccc3ncccc3c2)C1 (configuration not stated)
    -2%	-8%	-3%	7%	-1%	15%	0%	4%	5	-7%	0%
[11] CCc1nc(SCC(=O)Nc2cc(C)on2)c2c(C)c(C)sc2n1
    -6%	6%	-2%	-8%	1%	7%	-3%	2%	5	9%	-6%
[12] COc1cccc(-c2ccc(SCC(=O)N3CCc4ccccc43)nn2)c1
    -5%	-3%	6%	29%	21µM*	-4%	-1%	-16%	10	1%	.
[13] S=c1nc[nH]c2c1cnn2-c1ccccc1
    -12%	?	4%	3.5µM*	-19%	?	27%	4µM*	2	5%	43%
[14] O=C(O)c1ccc2c(=O)n3c(nc2c1)/C(=C/c1cccc(Cl)c1Cl)CCCC3
    -1%	-2%	0%	15%	3%	8%	-2%	0%	11	2%	-41%
[15] CCN(CC)c1ccc(/C=N/NC(=O)c2ccc(Br)o2)cc1
    -3%	3.2µM*	?	?	3µM*	?	2.2µM*	?	?	?	?
[16] O=C(COC(=O)c1cccc(Cl)c1)NCCN1C(=O)CSC1=O
    5%	1%	7%	-26%	-2%	7%	-2%	-6%	2	0%	0%
[17] Cc1ccc(C)c(CN2C(=O)C3(OCCCO3)c3ccccc32)c1
    -9%	-5%	-12%	20%	-2%	8%	1%	1%	9	0%	1%
[18] O=C1NN(c2ccccc2)C(=O)/C1=C\c1ccc(-c2cc([N+](=O)[O-])ccc2O)o1
    -7%	-4%	1%	3%	15µM*	6%	-3%	-8%	1	1%	-36%
[19] Cc1ccnc(SCC(=O)N2CCc3ccccc32)n1
    -1%	2.8µM*	?	13%	?	?	3.2µM*	-14%	-1	?	10µM*
[20] Cc1cc(C(=O)Nc2ccc(S(=O)(=O)N3CCCC3)cc2)cs1
    0%	0%	-1%	21%	-15%	-16%	0%	9%	?	-6%	14%
[21] COc1ccc(CCNC(=O)C2CCN(C(=O)c3cccc(Cl)c3)CC2)cc1OC
    1%	0%	?	24%[1.91 µM]	0%	-4%	-7%	1%	1	-4%	-19%
[22] CCOC(=O)N1CCN(C(=O)c2cc(COc3ccc(Cl)cc3OC)on2)CC1
    1%	1%	0%	27%	-6%	-24%	12%	17%	5	-4%	-10%
[23] CCCC(=O)Nc1ccc(C(=O)NCC2CCCO2)cc1 (configuration not stated)
    -6%	-1%	2%	7%	-3%	3%	2%	-1%	-2	5%	-2%[1.84 µM]
[24] O=C(NCCc1c[nH]c2ccccc12)C(=O)NCC1OCCCN1S(=O)(=O)c1ccccc1 (configuration not stated)
    -2%	-2%	-14%	21%	-1%	?	4%	-1%	28	-9%	-47%
[25] NS(=O)(=O)c1ccc(CNS(=O)(=O)c2ccc(Cl)nc2)cc1
    -2%	-8%	0%	11%	0%	-2%	-4%	10%	-1	0%	17%
[26] CCCOC(=O)CSc1nnc(-c2cc(OC)c(OC)c(OC)c2)o1
    -6%	3%	-14%	-27%	12%	-4%	-3%	-3%	2	-2%	-27%
[27] O=C(Nc1nnc(C2CCCCC2)s1)c1cccs1
    -1%	2.8µM*	?	2%[0.365 µM]	4.8µM*	?	2.2µM*	.	?	?	101%
[28] c1ccc(CN2C3=NCCCN3c3ccccc32)cc1
    -5%	1%	-14%	-22%	-13%	-10%	-2%	-20%	3	-2%	-21%
[29] COc1ccc(NS(=O)(=O)c2ccc(NS(=O)(=O)c3cccs3)cc2)cc1
    -1%	-8%	-2%	-8%	1%	-5%	-1%	2%	2	-1%	-22%
[30] CCOc1cc(S(=O)(=O)N2CCN(CC)CC2)ccc1Cl
    -2%	3%	-7%	-4%	0%	0%	3%	-11%	-3	-1%	-17%

More compounds follow:
Order of results: Tb PFK block	Rab9 prom act	p53 reactivation	RORg inh	FLuc modulator	ELG1 repair inh	NPC1 prom act	VP16 counter	TRPV1 ag	ELG1 genotoxic	BRCA1 expr up
[31] COc1cnc(-c2ccccc2)nc1Oc1cccc(C)c1
    -1%	6%	-2%	33%	-1%	7%	-6%	0%	22	-1%	-33%
[32] O=C(O)CCc1nc2cc3ccccc3cc2[nH]1
    3%	-3%	9%	8%	?	0%	1%	1%	-1	-1%	-14%
[33] CC(=O)OCCNC(=O)Cn1cnc2c1c(=O)n(C)c(=O)n2C
    -3%	-2%	-4%	12%	-3%[2.3 µM]	-1%	-4%	-1%	-1	2%	7%
[34] O=C(Cn1c(NCCO)nc2ccccc21)NCC1CCCO1 (configuration not stated)
    -1%	7%	-3%	27%	1%	-9%	0%	-1%	1	0%	-7%
[35] Cc1cccn2c(=O)c3cc(C#N)c(=NC(=O)c4ccncc4)n(CCCOC(C)C)c3nc12
    -1%	-5%	-5%	-44%	4%	12µM*	0%	2%	-3	0%	-16%
[36] COc1ccc(C(=O)NNC(=O)C(=O)NC(C)c2ccccc2)cc1OC (configuration not stated)
    2%	-1%	2%	-10%	-16%	4%	0%	-4%	-3	4%	-13%

Entries from the list above that contain bromine:
Order of results: Tb PFK block	Rab9 prom act	p53 reactivation	RORg inh	FLuc modulator	ELG1 repair inh	NPC1 prom act	VP16 counter	TRPV1 ag	ELG1 genotoxic	BRCA1 expr up
[4] O=C(Nc1ccc2c(c1)OCCO2)c1cccc(Br)c1
    -2%	1.4µM*	31%	8%	1.1µM*	?	1.3µM*	-4%	0	2.6µM*	?
[15] CCN(CC)c1ccc(/C=N/NC(=O)c2ccc(Br)o2)cc1
    -3%	3.2µM*	?	?	3µM*	?	2.2µM*	?	?	?	?

Compound profiles, as listed above.
O=C(Cn1c(NCCO)nc2ccccc21)NCC1CCCO1 (configuration not stated) across the screens: Tb PFK block: -1%; Rab9 prom act: 7%; p53 reactivation: -3%; RORg inh: 27%; FLuc modulator: 1%; ELG1 repair inh: -9%; NPC1 prom act: 0%; VP16 counter: -1%; TRPV1 ag: 1; ELG1 genotoxic: 0%; BRCA1 expr up: -7%
COc1cnc(-c2ccccc2)nc1Oc1cccc(C)c1 across the screens: Tb PFK block: -1%; Rab9 prom act: 6%; p53 reactivation: -2%; RORg inh: 33%; FLuc modulator: -1%; ELG1 repair inh: 7%; NPC1 prom act: -6%; VP16 counter: 0%; TRPV1 ag: 22; ELG1 genotoxic: -1%; BRCA1 expr up: -33%
